# Bioassay records as filed in PubChem BioAssay.
# SIRT5 inh: inhibitors of human sirtuin-5 desuccinylase; Purified SirT5, succinyl-peptide AMC, trypsin-coupled fluorescence; inhibition, % at 15 µM; 330,000 tested, 1.1% active; in the data active = inhibition above about 15%
# Target sequence (Q9NXA8 whole entry, looked up): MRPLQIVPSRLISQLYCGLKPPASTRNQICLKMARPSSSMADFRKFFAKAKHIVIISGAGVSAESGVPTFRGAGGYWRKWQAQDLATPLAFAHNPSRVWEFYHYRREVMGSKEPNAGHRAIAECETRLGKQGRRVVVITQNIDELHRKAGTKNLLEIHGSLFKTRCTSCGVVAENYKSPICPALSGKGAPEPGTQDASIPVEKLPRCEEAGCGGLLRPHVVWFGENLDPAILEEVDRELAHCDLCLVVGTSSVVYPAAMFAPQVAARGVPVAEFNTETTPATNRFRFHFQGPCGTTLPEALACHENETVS
# C2C12 statin: protects C2C12 myotubes from simvastatin toxicity | ATP luminescence, 48 h; scaled: DMSO 0, geranylgeraniol control 100 | rescue of ATP level, % at 7.49 µM | 330,000 tested, 0.78% active | AID 602340;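 active = mean ATP rescue above about 67%, or every replicate alone reaching that limit, limit read from the data, passing the limit was not always enough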;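 also: myotubes were challenged with 10 µM simvastatin during compound exposure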
# ARNT-TACC3 inh: ARNT/TACC3 interaction disruption; Q9Y6A5; AlphaScreen His-ARNT PAS-B/GST-TACC3 binding, luminescence; TACC3 fragment carries E629A point mutation; inhibition, % at 9.99 µM; 390,000 tested, 0.66% active;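 active = mean inhibition of replicates at least 50% and at least half of replicates each reaching 50%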;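 also: 0% = complete ARNT plus TACC3 wells and 100% = ARNT alone without TACC3; many hits fall short of the cut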
# esBAF inh: SWI/SNF esBAF complex inhibition | mouse ES cells, Bmi1-luciferase knock-in reporter, 24 h; 100% = twice the neutral-well signal | reporter increase, % at 12.5 µM | 350,000 tested, 2% active | AID 602393; in the data active = activation above about 40%;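 also: 0% = median of the plate's neutral control wells and 100% = double that signal; a rise in the Bmi1 reporter signal indicates esBAF inhibition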
# ERp5 block: ERp5 (human) disulfide isomerase inhibition; Q15084; ERp5 insulin aggregation, absorbance 650 nm, 90 min; inhibition, % at 9.99 µM; 350,000 tested, 0.05% active; AID 651711;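 active = mean replicate inhibition above about 25%, with every replicate also reaching it, limit read from the data, passing the limit was not always enough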
# Target sequence (Q15084 whole entry, looked up): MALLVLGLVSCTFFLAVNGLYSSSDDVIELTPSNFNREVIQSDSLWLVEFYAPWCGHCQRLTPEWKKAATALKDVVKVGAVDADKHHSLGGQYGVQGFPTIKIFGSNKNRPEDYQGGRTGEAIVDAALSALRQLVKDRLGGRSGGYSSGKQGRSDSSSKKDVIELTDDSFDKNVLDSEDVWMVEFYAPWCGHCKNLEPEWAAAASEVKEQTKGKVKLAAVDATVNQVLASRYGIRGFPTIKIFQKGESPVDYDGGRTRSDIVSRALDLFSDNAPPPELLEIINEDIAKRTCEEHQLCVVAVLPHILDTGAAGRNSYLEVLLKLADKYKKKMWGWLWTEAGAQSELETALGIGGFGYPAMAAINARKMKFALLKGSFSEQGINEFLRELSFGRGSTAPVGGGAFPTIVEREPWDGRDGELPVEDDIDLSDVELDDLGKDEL
# miR122 inh: miR-122 inhibition in Huh7 cells; AID 602342; activation (reporter increase), % at 12.5 µM; 340,000 tested, 0.3% active; Huh7 miR-122 Renilla luciferase sensor, 48 h; neutral wells = 0, positive control = 100;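 active = mean replicate activation score at least 90 and every replicate individually at or above 90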;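 also: higher luciferase means less miR-122 activity so hits act as miR-122 inhibitors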
# Cneo AK release: causes C. neoformans cell lysis; adenylate kinase release luminescence, 4 h; normalised: neutral wells 0, clomiphene wells 100; lysis activity, % at 15 µM; 360,000 tested, 0.2% active; AID 651654;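 active = mean lysis activity across replicates of at least 80%, whatever share of replicates individually reach that level; inactive = mean lysis activity below 80%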
#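 Material: C. neoformans cells | Amount: Yeast cell density of 5 × 10^6 cells/mL | Medium: Fresh YPD growth medium | Dosing: Single dose | Times: Static 4 h at 37 °C with compound, 1 h detection | Detection: AK luminescence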
# * = called active by the depositor; · = not tested or not shown; [ ] = dose if it differs, or a comment.
SMILES,SIRT5 inh,C2C12 statin,ARNT-TACC3 inh,esBAF inh,ERp5 block,miR122 inh,Cneo AK release
O=C(CCNC(=O)N1CC(=O)Nc2ccccc21)Nc1ccc(Br)cc1F,-3.3,4.0,·,2.0,-8.0,0.3,-1.6
Cc1ccc(OCC(=O)Nc2ccccc2Sc2ccccc2)c([N+](=O)[O-])n1,-0.4,·,-2.6,·,3.2,·,·
COC(=O)c1cc(OC)c(OC)cc1NC(=O)CN1CCOCC1,·,-4.2,0.1,-5.0,·,1.0,1.8
CCC(=O)c1cn(CC(=O)Nc2ccccc2Cl)c2ccccc12,-3.1,-6.8,-0.7,-9.5,3.5,-4.6,0.7
O=C(C1CC1)N1CCc2cc(Br)cc(S(=O)(=O)NC3CCCCC3)c21,·,·,6.6,·,·,88.2,-0.1
Cc1cccc(S(=O)(=O)N[C@H]2CC[C@H](CCNC(=O)c3cnccn3)O[C@@H]2CO)c1,0.2,-8.8,-2.2,1.0,-7.4,·,-24.8
CC=Cc1ccc2n(c1=O)C[C@@H]1[C@@H](CO)[C@H](C(=O)NCC3CC3)N(CCC(F)(F)F)[C@H]21 (mixture of isomers),7.5,7.8,31.2,6.8,-1.0,5.8[16.7 µM],1.4
CCN(CCCCN1C(=O)c2ccccc2C1=O)c1ccc2c(c1)C(=O)N(C)C2=O,·,-3.4,-15.9,-6.8,·,2.5,·
CNc1cc(N2CCN(S(=O)(=O)N(C)C)CC2)ccc1[N+](=O)[O-],-1.2,-5.1,9.3,0.1,8.3,-3.4,·
CC(O)c1nc2ccccc2n1Cc1nnc(-c2ccc(Cl)cc2)o1 (stereo unspecified),·,12.4,-1.7,24.0,·,0.8,2.4
C[C@@H]1CN([C@H](C)CO)C(=O)c2cc(NC(=O)Nc3cccc4ccccc34)ccc2O[C@H]1CN(C)C(=O)Nc1ccccc1,1.2,23.7,-0.3,2.3,-0.5,-1.4[16.7 µM],0.0
CCOc1cccc(/C=C(/C#N)c2nc3ccccc3[nH]2)c1OCC(=O)O,1.2,11.8,1.7,8.9,5.3,·,-2.0
COC(=O)c1ccsc1NC(=O)C1COc2ccccc2O1 (stereo unspecified),0.8,·,-24.9,-9.8,-3.3,-4.4,-2.8
Cc1cc(-n2ccc(=O)[nH]c2=O)nc(-c2ccccc2)n1,·,-10.3,2.2,-5.5,·,-3.0,-2.5
CCOCCCNC(=S)Nc1ccc2nc(N3CCN(CC)CC3)cc(C)c2c1,-6.4,-10.0,10.2,1.8,-1.8,·,1.3
CCN(CC)c1ccc(-c2nn3c(-c4n[nH]c5c4CCC5)nnc3s2)cc1,·,-76.4,11.0,-16.7,·,40.3,-3.4
CC(C)(C)c1csc(NC(=O)c2ccccc2O)n1,-7.1,-15.1,0.4,13.5,-5.1,-2.0,0.7
Cn1c(CN2CCCC2)nc2cc(NC(=O)c3cccs3)ccc21,6.1,·,3.8,·,0.2,·,·
Cc1cccc(Nc2nc(N3CCCCC3)nc(N3CCCCC3)n2)c1,·,-9.2,-1.4,-5.0,·,-0.8,-1.9
C[C@@H]1CCCCO[C@@H](CN(C)C(=O)Nc2ccccc2)[C@@H](C)CN([C@H](C)CO)C(=O)c2cc(NC(=O)Nc3ccc4c(c3)OCO4)ccc2O1,5.0,-8.4,2.9,-4.4,0.7,2.5[16.7 µM],0.0
CCNc1ccc(C(=O)OCC)cc1NC(=O)c1cc(S(=O)(=O)N2CCOCC2)ccc1C,·,16.3,-11.8,-9.0,·,2.6,-7.4
COc1ccc(S(=O)(=O)Nc2ccc3c(c2)CC(=O)N([C@H](C)CO)C[C@@H](C)[C@H](CN(C)Cc2ccc4c(c2)OCO4)O3)cc1,7.8,46.5,2.0,6.8,-0.1,5.4[16.7 µM],3.0
CC(C)NC(=O)Nc1ccc2c(c1)CC(=O)N([C@H](C)CO)C[C@@H](C)[C@@H](CN(C)S(=O)(=O)c1ccccc1)O2,4.4,-24.0,13.9,-3.5,-6.5,6.7[16.7 µM],55.8
COc1ccc(-c2ccc3c(c2)O[C@@H](CN(C)CC2CC2)[C@@H](C)CN([C@H](C)CO)S3(=O)=O)cc1,·,1.0,·,-2.0,·,-4.1[16.7 µM],·
Nc1c(N2CCCC2)cc(Cl)c2nonc12,·,8.0,37.3*,-2.6,·,-10.5,0.2

# The last 2 records of the part before are carried over, then new ones follow.
SMILES,SIRT5 inh,C2C12 statin,ARNT-TACC3 inh,esBAF inh,ERp5 block,miR122 inh,Cneo AK release
COc1ccc(-c2ccc3c(c2)O[C@@H](CN(C)CC2CC2)[C@@H](C)CN([C@H](C)CO)S3(=O)=O)cc1,·,1.0,·,-2.0,·,-4.1[16.7 µM],·
Nc1c(N2CCCC2)cc(Cl)c2nonc12,·,8.0,37.3*,-2.6,·,-10.5,0.2
O=C(NCCCN1CCC(Cc2ccccc2)CC1)c1ccc(CS(=O)c2ccccc2Cl)o1 (stereo unspecified),-3.9,-0.8,·,-11.5,1.9,-10.1,0.6
CCCCC(=O)Nc1cccc(NC(=S)NC(=O)COc2ccccc2Cl)c1,-6.1,·,6.9,·,9.4,·,·
NC(=O)CC[C@H](NC(=O)[C@H](Cc1ccccc1)n1c(=O)[nH]c2ccccc2c1=O)C(=O)N1CCC[C@H]1C(=O)O,-20.9,5.6,-20.1,-9.1,0.4,-2.5,-1.4
O=C(COc1cc(F)ccc1[N+](=O)[O-])Nc1cccc(S(=O)(=O)NC2=NCCC2)c1,-4.0,-11.2,-5.3,-0.3,0.1,·,1.7
C[C@@H]1CN([C@H](C)CO)C(=O)c2cc(C#CC3CCCCC3)cnc2O[C@@H]1CN(C)C(=O)c1ccncc1,-0.5,2.8,-6.5,3.7,-2.8,-9.0[16.7 µM],9.4
COc1ccc(S(=O)(=O)N[C@H]2C=C[C@@H](CC(=O)NCCc3ccccc3)O[C@@H]2CO)cc1,0.2,-1.5,0.0,3.7,1.4,·,2.1
C[C@H]1CN([C@@H](C)CO)C(=O)c2cccc(NC(=O)C3CC3)c2O[C@@H]1CN(C)C(=O)Nc1ccc(F)cc1,-4.3,-0.7,3.1,1.6,-0.5,3.2[16.7 µM],1.1
O=C(COc1ccc(F)cc1)NCCNC(=O)COc1ccc(F)cc1,0.1,13.2,-3.5,-8.2,-0.4,1.0,21.0
Cc1onc(-c2c(Cl)cccc2Cl)c1C(=O)ONC(=O)c1ccccc1,-1.7,4.9,-3.5,-5.1,-1.2,·,·
O=C(Nc1nc2ccccc2[nH]1)c1cccc(Cl)c1,-1.5,-7.1,-1.1,14.1,2.2,-0.5,3.1
O=C(COC(=O)C1(c2ccc(F)cc2)CCCC1)NC1CC1,·,-7.7,-10.9,-17.9,·,-1.7,-0.4
O=c1[nH]c(COc2ccc(Cl)cc2Cl)nc2ccccc12,-5.2,9.6,3.7,73.3*,0.2,-2.1,1.2
CCOC(=O)c1cccc(NC(=O)c2cnccn2)c1,·,5.1,·,12.2,·,0.9,-0.6
O=C1Nc2ccccc2/C1=C/c1ccccc1F,-1.6,10.9,4.3,15.0,1.1,12.0,0.3
NC(=O)c1ccccc1NC(=O)Nc1cccc(Cl)c1,·,48.5,5.6,25.4,·,-1.2,-6.4
Cc1cc(NC(=O)c2cc(-c3ccncc3)nc3c(C)cccc23)no1,·,-4.5,0.9,12.8,·,20.1,12.2
COc1ccc(S(=O)(=O)NCCN2CCNC2=O)cc1OC,-9.0,-14.8,·,-4.2,3.1,3.6,0.9
COC(=O)c1cn(CC(=O)Nc2ccc(F)cc2)c2ccccc12,-2.2,-1.1,37.3,0.0,-1.3,-1.6,3.1
N#C[C@@H]1[C@H](c2ccc(C#Cc3cccc(F)c3)cc2)[C@@H](CO)N1C(=O)C1CCC1,2.7,7.5,3.2,-66.2,4.2,·,6.2
Cc1cccc(-c2ccc([C@H]3[C@@H](CO)N4CCCCN(S(=O)(=O)c5ccccc5F)C[C@@H]34)cc2)c1,·,29.2,-1.9,2.3,·,-4.6[16.7 µM],6.4
COc1ccc2c(CC(=O)OCC(=O)Nc3cccc(C)c3)coc2c1,0.3,11.4,4.5,-2.4,2.5,-4.5,-0.5
CCCCN1C(=O)C(O)=C(C(C)=O)C1c1ccccc1[N+](=O)[O-] (stereo unspecified),24.0*,·,-9.2,·,-3.1,·,·
Nc1c(Nc2ccccc2)c2ccccc2oc1=O,·,0.1,10.9,-5.1,·,-1.1,5.8
O=C(NCc1ccccc1CN1CCCC1)c1cc2cc(Cl)ccc2o1,-3.0,-18.9,0.8,-11.5,0.2,-0.4,-1.1
O=C1CCc2cc(S(=O)(=O)NCc3ccc(F)cc3)cc3c2N1CC3,4.0,-8.7,0.6,3.8,0.2,18.0,·

# 4 records drawn at random from the list so far, as already listed:
SMILES,SIRT5 inh,C2C12 statin,ARNT-TACC3 inh,esBAF inh,ERp5 block,miR122 inh,Cneo AK release
O=C(COC(=O)C1(c2ccc(F)cc2)CCCC1)NC1CC1,·,-7.7,-10.9,-17.9,·,-1.7,-0.4
Cc1cccc(-c2ccc([C@H]3[C@@H](CO)N4CCCCN(S(=O)(=O)c5ccccc5F)C[C@@H]34)cc2)c1,·,29.2,-1.9,2.3,·,-4.6[16.7 µM],6.4
C[C@@H]1CN([C@H](C)CO)C(=O)c2cc(C#CC3CCCCC3)cnc2O[C@@H]1CN(C)C(=O)c1ccncc1,-0.5,2.8,-6.5,3.7,-2.8,-9.0[16.7 µM],9.4
N#C[C@@H]1[C@H](c2ccc(C#Cc3cccc(F)c3)cc2)[C@@H](CO)N1C(=O)C1CCC1,2.7,7.5,3.2,-66.2,4.2,·,6.2

# (cont.)
SMILES,SIRT5 inh,C2C12 statin,ARNT-TACC3 inh,esBAF inh,ERp5 block,miR122 inh,Cneo AK release
C=CCNc1nc(NCC)nc(N2CCOCC2)n1,·,-13.3,0.2,1.9,·,-1.3,5.4
CCCCn1c(N)c(N(CC)C(=O)c2ccc3c(c2)S(=O)(=O)c2ccccc2C3=O)c(=O)[nH]c1=O,·,3.2,-8.0,10.8,·,-4.5,0.6
COc1cc(NC(=O)C2=CC(c3ccco3)=NS(=O)(=O)N2C)cc(OC)c1OC,-2.5,-2.4,-3.9,7.3,3.9,·,2.0
COCCCNC(NC(=O)c1ccc(C)cc1)C(Cl)(Cl)Cl (stereo unspecified),·,23.4,-10.3,1.3,·,0.0,1.1
CC(C)C#Cc1ccc([C@H]2[C@@H](C#N)N(C(=O)CN(C)C)[C@H]2CO)cc1,-0.5,-7.3,-13.2,-0.9,1.3,·,2.8
COC(=O)Cc1cc(=O)oc2c(C)c(O)ccc12,·,42.7,3.5,-5.6,·,-5.6,12.1
COc1ccccc1N1CCN(C(=O)c2oc3c(c2C)C(=O)CC(C)(C)C3)CC1,-0.9,-15.0,9.1,-6.3,4.1,-5.0,0.3
CSc1ccc(NC(=O)C2(C)CCN2C(=O)c2ccccc2CCc2ccccc2)cc1 (stereo unspecified),-1.7,7.1,·,-15.5,-0.1,6.1,0.4
COc1ccc(NC(=O)c2cc(OC)c(OC)c(OC)c2)cn1,0.4,3.1,1.1,-7.1,1.7,-1.2,-0.6
O=C(NNC1CC(=O)N(c2cccc(Cl)c2)C1=O)c1cccs1 (stereo unspecified),·,·,-2.2,·,·,0.9,14.3
Cc1ccc(S(=O)(=O)N(C)C[C@H]2Oc3c(NC(=O)Nc4cccc5ccccc45)cccc3C(=O)N([C@H](C)CO)C[C@@H]2C)cc1,8.8,3.4,-0.2,-2.0,1.7,-3.0[16.7 µM],6.7
CNC[C@H]1Oc2cc(C#Cc3ccc(F)cc3)ccc2S(=O)(=O)N([C@@H](C)CO)C[C@@H]1C,-2.3,7.8,-5.2,-8.8,·,4.9[16.7 µM],3.4
O=C(O)C(=O)/C(=C\c1ccc([N+](=O)[O-])cc1)c1ccc2ccccc2n1,-0.6,·,2.7,·,-3.5,·,·
CC(=O)N1CCN(S(=O)(=O)c2ccc(C)cc2)C1c1ccc(N(C)C)cc1 (stereo unspecified),·,-3.6,-1.7,0.2,·,-17.2,0.2
CCOc1ccc(C(=O)Nc2cccc(-c3cc4ccccc4oc3=O)c2)cc1[N+](=O)[O-],·,-9.0,15.8,-0.4,·,-6.3,-2.3
CC(C)CN(C(=O)CCCc1nc2ccccc2c(=O)[nH]1)c1c(N)n(Cc2ccccc2)c(=O)[nH]c1=O,3.7,-17.7,-1.0,·,2.5,·,-0.4

# No enrichment for hits; overall some 4% were active at least once.
